CASP6 VEID inh – human caspase-6 inhibitors, primary screen, biochemical, VEID-R110 fluorescence, single point, set 2; AID 686996, 2013; purified caspase-6, Z-VEID-R110 cleavage fluorescence; inhibition, % at 12.5 µM; hit rate 0.53% among 350,000;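 active = mean inhibition across replicates at least about 35%, with every replicate also reaching that limit, limit read from the data; inconclusive = only one of the two criteria met; inactive = neither criterion met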;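 note: 0% = median of neutral control wells and 100% = no fluorescence left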
RAD54 branch – inhibitors of human RAD54 branch migration, primary screen, biochemical, fluorescence, single point; inhibition, % at 10.4 µM; hit rate 0.14% among 360,000; RAD54 Holliday junction branch migration, FAM/BHQ fluorescence; DNA repair and recombination protein RAD54-like (Homo sapiens), Q92698; AID 602329, 2012;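 active = mean normalized replicate activity at least 40 and at least half of replicates scoring 40 or more; inconclusive = only one of the two criteria met; inactive = mean below 40 and under half of replicates reaching 40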;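 note: 0% = median of neutral control wells and 100% = median of positive control wells; inhibitors cause a drop in the FAM fluorescence signal; in these data hits start at about 50%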
F508del corr – F508del CFTR correction, initial screen, CFBE line, single point; hit rate 0.36% among 350,000; CFBE cells, YFP halide quenching; stimulated with forskolin plus potentiator P3; % fluorescence drop versus neutral controls; activity (quench increase), % at 7.58 µM; AID 720511, 2013;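 active = mean added fluorescence quench of at least 8% versus neutral control, with both replicates also reaching 8%; inconclusive = only one of the mean or replicate conditions met; inactive = mean below 8% and not both replicates reaching 8%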;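 note: cells transiently co-express mutant CFTR-F508del with the halide-sensitive YFP; corrector assay measuring rescue of mutant channel to the surface after 24 h compound exposure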
XiGFP reactiv – activators of inactive X chromosome reactivation, primary screen, imaging, XiGFP fibroblasts, GFP high-content imaging, set 2. XiGFP mouse fibroblasts, % GFP-positive cells imaging, 3 d; cells co-treated with 5-aza-dC sensitizer; scaled so ellipticine positive control = 100%. activation, % at 7.58 µM. hit rate 0.055% among 360,000;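 active = mean normalized replicate activation at least 10% and every replicate at or above 10%; inconclusive = only one of the two criteria met; inactive = mean below 10% and not all replicates reach 10%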;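 note: 0% = median of on-plate neutral control wells and 100% = ellipticine 6 µM median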
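System: 68-5-11 XiGFP fibroblast line | Buffer or medium: DMEM containing 5-aza-dC | Compound: Single point | Times: Compounds 3 days, fix/stain 15 min at room temperature | Benchmarks: Positive control ellipticine, 6 µM final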
RAD52 anneal inh – RAD52 DNA annealing inhibitors, primary screen, biochemical, FRET, single point, set 2; DNA repair protein RAD52 homolog (Homo sapiens), P43351; recombinant RAD52 DNA annealing, FRET fluorescence; inhibition, % at 18.7 µM; hit rate 0.46% among 360,000;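 active = every replicate showing at least 50% inhibition; inconclusive = mean inhibition at least 50% but not in every replicate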
Target sequence (P43351 whole entry, looked up): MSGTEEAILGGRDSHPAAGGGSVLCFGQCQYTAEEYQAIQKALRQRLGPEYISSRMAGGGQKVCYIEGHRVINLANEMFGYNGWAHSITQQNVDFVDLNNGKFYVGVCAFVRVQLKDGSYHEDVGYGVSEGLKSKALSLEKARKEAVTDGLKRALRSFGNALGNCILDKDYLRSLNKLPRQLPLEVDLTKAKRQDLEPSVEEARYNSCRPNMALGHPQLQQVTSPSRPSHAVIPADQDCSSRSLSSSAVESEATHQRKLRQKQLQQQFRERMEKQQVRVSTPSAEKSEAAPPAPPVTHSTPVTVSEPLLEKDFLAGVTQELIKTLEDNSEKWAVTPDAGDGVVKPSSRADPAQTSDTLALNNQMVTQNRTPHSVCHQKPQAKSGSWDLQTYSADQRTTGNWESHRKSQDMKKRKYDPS
GSIS activator – GLuc luminescence reporter in INS-1E cells, primary screen for activators of glucose-dependent secretion of insulin. INS-1E GLuc reporter insulin secretion, 2-3 h. activation, % at 16.6 µM. hit rate 0.61% among 370,000. AID 743287, 2014;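 active = lowest replicate activation of at least 40%, so every replicate reaches that level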;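 note: 0% = median of neutral control wells and 100% = median of IBMX positive control wells; some compounds called inactive have numbers as strong as hits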
E-selectin induc – E-selectin induction in HUVECs, primary screen, imaging, HUVEC, immunofluorescence imaging, single point; P16581; normalized: neutral wells 0, TNF-alpha wells 100; activation, % at 7.58 µM; hit rate 0.37% among 260,000; AID 686992, 2013;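 active = mean E-selectin-positive cell signal at least 10% of the positive control, reached in at least 60% of replicates, without over 20% cell loss; inconclusive = no rule given, readout overlaps actives, possibly toxicity-flagged; inactive = the rest, including those meeting only one limit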;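 note: in these data hits start at about 27%; measured in HUVEC primary endothelial cells; signal is the percent of cells scored E-selectin positive by PE staining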
Target sequence (P16581 whole entry, looked up): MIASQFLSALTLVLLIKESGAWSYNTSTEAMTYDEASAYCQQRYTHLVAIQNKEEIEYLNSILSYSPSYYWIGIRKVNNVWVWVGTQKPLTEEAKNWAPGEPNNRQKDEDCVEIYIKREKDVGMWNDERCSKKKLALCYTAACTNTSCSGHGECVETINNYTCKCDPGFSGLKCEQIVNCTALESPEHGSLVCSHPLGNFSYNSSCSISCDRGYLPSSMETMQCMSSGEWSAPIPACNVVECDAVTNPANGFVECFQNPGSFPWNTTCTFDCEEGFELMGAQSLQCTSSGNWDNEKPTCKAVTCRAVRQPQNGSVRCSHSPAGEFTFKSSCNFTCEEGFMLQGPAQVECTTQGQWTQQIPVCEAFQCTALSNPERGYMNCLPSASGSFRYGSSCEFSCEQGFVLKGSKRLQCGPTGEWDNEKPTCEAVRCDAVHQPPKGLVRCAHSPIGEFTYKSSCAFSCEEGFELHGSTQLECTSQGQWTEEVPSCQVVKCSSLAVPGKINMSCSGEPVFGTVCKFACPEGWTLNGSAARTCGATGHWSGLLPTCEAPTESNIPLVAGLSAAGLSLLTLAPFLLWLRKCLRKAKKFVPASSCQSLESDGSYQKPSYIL
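Test system: HUVEC | Signal: Immunofluorescence imaging | Read-out: Percent E-selectin-positive cells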
DENV2 CPE rescue – inhibitors of DENV2 cytopathic effect, primary screen, cell-based, plate reader, single concentration; DENV2-infected cells, cytopathic effect rescue; CPE inhibition, % at 9.99 µM; hit rate 1.7% among 350,000; in the data active = CPE inhibition above about 20%, passing the limit was not always enough; inconclusive = no clear call, values can overlap the other calls; tested in BHK-21 cells;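 note: 0% = median of neutral control wells and 100% = median of positive control wells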
* = called active by the depositor; ? = inconclusive; nt = not tested or not shown; & = joins results of further samples.

Below each compound – CASP6 VEID inh	RAD54 branch	F508del corr	XiGFP reactiv	RAD52 anneal inh	GSIS activator	E-selectin induc	DENV2 CPE rescue
C[C@@H]1CN([C@@H](C)CO)S(=O)(=O)c2ccc(-c3ccccc3)cc2O[C@@H]1CN(C)Cc1cncnc1
    1	8	2.9	0.2	5	-3	0.2	1
COC(=O)C[C@@H]1CC[C@H]2[C@H](COc3ccc(NC(=O)c4ccc(C(F)(F)F)cc4)cc3C(=O)N2C)O1
    -3	13	1.3	0.2	-26	-18	0.1	-5
COc1ccc2cc(C(=O)N3CCN(Cc4ccc5c(c4)OCO5)CC3)[nH]c2c1
    3	11	1.9	0.1	-4	-17	nt	-5
C[C@H](CO)N1C[C@H](C)[C@@H](CN(C)Cc2ccc(Oc3ccccc3)cc2)Oc2c(cccc2N(C)C)C1=O
    4	2	-2.1	-1.2	9	-25	nt	1
CCn1cc(C(=O)NCCCN2CCN(C)CC2)c(=O)c2cc(S(=O)(=O)N3CCc4ccccc4C3)ccc21
    -5	nt	0.1	-0.5	-9	1	-0.4	4
Cc1ccc(-c2cnc3c(c2)C(=O)N([C@@H](C)CO)C[C@H](C)[C@@H](CN(C)Cc2ccccc2F)O3)cc1
    5	3	-0.4	0.0	14	-11	0.3	-1
CC1CCN(C(=O)COC(=O)CCC(=O)c2ccc(F)cc2)CC1
    -4	-3	-3.7	0.0	-21	nt	1.0	nt
COC(=O)C1(C(=O)OC)C2C(=O)C3C(C21)C3(C(=O)OC(C)(C)C)C(=O)OC(C)(C)C (centres undefined)
    2	-1	-1.5	0.1	-15	-11	-0.2	4
CCC(C)(C)n1nnnc1C(c1ccccc1OC)N1CCSCC1 (centres undefined)
    2	-3	-2.0	nt	-11	11	nt	2
O=C(COC(=O)/C=C/c1ccccc1)NC1CCCCCC1
    -1	8	-0.8	0.0	-7	0	-0.1	13
CCCCCC(=O)N1C[C@H](n2cc(-c3ccc(F)cc3)nn2)[C@@H](O)C[C@@H]1c1ccc(C)cc1
    2	-14	-3.3	0.1	-6	-33	5.1	0
Cc1cccc(NC(=O)c2ccc(Cl)c(S(=O)(=O)N3CCCCC3)c2)n1
    9	4	2.0	-0.1	-25	-8	nt	-4
COC(=O)c1[nH]c2ccccc2c1NC(=O)c1c(F)cccc1F
    -1	nt	0.6	0.0	-11	nt	-0.2	2
O=C(COc1ccc2c3c(c(=O)oc2c1)CCC3)N1CCN(c2ccc(F)cc2)CC1
    2	2	-2.2	-0.1	0	-38	-1.9	10
Cc1c(Cl)cccc1NC(=O)CCC(=O)c1cccs1
    2	8	-1.4	0.0	2	1	nt	-3
N#Cc1c(NC(=S)NC(=O)c2ccccc2)sc2c1CCC2
    6	-4	nt	0.2	-6	nt	-0.2	-1
COC(=O)[C@@]12C[C@@H](CC(=O)NCc3cccc(C(F)(F)F)c3)C(=O)N(Cc3ccc4c(c3)OCO4)C1=CCC(C)(C)C2
    0	nt	0.7	0.0	-11	-28	0.3	3
Cc1noc(C)c1S(=O)(=O)Nc1cccc2c1O[C@H](CN(C)CC1CC1)[C@H](C)CN([C@@H](C)CO)C2=O
    0	-8	-1.4	0.1	-3	7	-0.6	16
COc1cccc(CNC(=O)[C@H]2CCCN2C(=O)[C@H]2CCCN2C(=O)c2ccc(F)cc2)c1
    0	nt	4.4	-0.2	0	29	-0.2	2
Cc1noc(C)c1COC(=O)COc1ccc(-c2ccccc2)cc1
    0	-27	-0.9	0.0	-15	2	nt	-4
CCOC(=O)C1CCN(C(=O)C2CCN(c3ncnc4c3nc3n4CCCCC3)CC2)CC1
    3	1	-0.6	0.0	-2	4	nt	1
CCCNS(=O)(=O)c1ccc(OCC(=O)NCC2CCCO2)cc1 (centres undefined)
    1	5	1.7	0.3	1	-3	nt	6
CC[C@@]1(C(=O)OC)N[C@H](CN(C)C(C)=O)[C@@H]2C(=O)N(C)C(=O)[C@@H]21
    11	-7	3.9	0.0	-1	nt	0.1	?
COC(=O)c1ccc(NC(=O)CCN2C(=O)CSC2=O)cc1
    -5	nt	-3.5	-0.6	-5	4	nt	-3
O=C(N[C@@H]1CC[C@@H](CCn2cc(C3(O)CCCC3)nn2)O[C@@H]1CO)C1CCCCC1
    -2	-13	0.3	-0.3	-3	2	0.0	9
Cc1cc(C)cc(N(CCC#N)C(=O)COC(=O)c2ccc(OCc3c(C)noc3C)cc2)c1
    3	nt	0.9	0.0	5	-3	0.8	-5
COCCNC(=S)N/N=C(\C)CCc1ccc2c(c1)OCO2
    -3	-1	0.9	-0.1	-2	16	nt	-3
S=c1[nH]nc(NC2CCCCC2)s1
    -4	-6	-1.7	0.0	-16	0	0.1	-2
NC(=O)CCN1CCN(S(=O)(=O)/C=C/c2ccccc2)CC1
    2	-13	-2.6	0.4	-7	4	nt	0
CCNc1nc(N)c(C(=O)C23CC4CC(CC(C4)C2)C3)s1
    1	-6	0.0	-0.1	-10	17	nt	53*
O=C(C[C@H]1CC[C@@H](NC(=O)C2CCC2)[C@@H](CO)O1)NCC1CC1
    0	1	-0.2	-0.2	3	4	-0.4	10
CCOC(=O)Cc1csc(NS(=O)(=O)c2ccc3ccccc3c2)n1
    2	-8	-1.1	0.0	-27	-1	3.7	9
CCc1cc(=O)oc2cc(OCC(=O)NCCCN3CCCC3=O)c(Cl)cc12
    0	1	2.3	0.0	-22	35	0.1	-3
CC(C)NC(=O)Nc1ccc2c(c1)C(=O)N([C@@H](C)CO)C[C@H](C)[C@H](CN(C)C(=O)Nc1ccccc1)OCCCC[C@H](C)O2
    0	1	0.5	0.4	-6	6	nt	6
O=C(NC1CCCCC1)N1CC2(C1)[C@@H](c1ccccc1)[C@@H](CO)N2S(=O)(=O)Cc1ccccc1
    2	nt	-1.1	0.1	2	-14	1.0	9
CCNC(=O)C1(C)CCN(C(=O)c2cc(F)cc(F)c2)C1 (centres undefined)
    -4	9	-0.6	0.0	0	nt	nt	?
CS(=O)(=O)Nc1ccc2c(c1)[C@H]1C[C@@H](CC(=O)NCc3ccc(-c4ccccc4)cc3)O[C@H](CO)[C@H]1O2
    nt	-5	-3.1	0.0	nt	-7	0.3	11
CCn1nnnc1SCC(=O)c1cc(Cl)ccc1OC
    3	nt	-0.1	0.0	-13	11	nt	2
CC(=O)c1cccc(Nc2ccc(Br)cc2)c1
    0	2	-0.7	0.0	1	-9	0.4	0
CSc1nnc(Cn2c(=O)sc3ccccc32)n1C
    -1	-9	4.9	0.1	-6	10	0.0	8
N/C(=N/S(=O)(=O)c1ccccc1)c1cccc([N+](=O)[O-])c1
    2	4	2.3	-0.1	-2	-6	nt	nt
OCC1(Cc2cccc(Cl)c2)CCCN(Cc2cn[nH]c2C2CCCCC2)C1 (centres undefined)
    5	nt	0.0	0.8	-13	-29	1.7	-2
CC(=O)NC12CC3CC(C1)CC(C(=O)N1CCN(S(=O)(=O)c4cccc(C(F)(F)F)c4)CC1)(C3)C2
    0	nt	-1.3	0.3	-5	-48	nt	-3
Fc1ccc(-c2nnc3ccccn23)cc1
    -3	nt	0.5	0.1	3	-2	0.2	-6
O=C(NC1CCCC1)C1c2ccccc2OCC(=O)N1Cc1ccccn1 (centres undefined)
    0	nt	-0.1	0.1	-10	11	nt	3
COc1ccc(OC)c(/C=C/C(=O)Nc2cccc(S(=O)(=O)N3CCCC3)c2)c1
    -2	nt	-1.4	0.0	-25	-2	nt	4
COc1ccc(C(=O)Nc2ccc(C(=O)Nc3cccc(C)c3)cc2)cc1
    -1	-2	0.5	0.0	-16	22	-1.3	5
O=C(COc1ccccc1)N=C1SC2CS(=O)(=O)CC2N1Cc1ccccc1 (centres undefined)
    -8	0	1.1	0.0	-7	-3	nt	-2
CC(C)(C)OC(=O)N[C@@H](Cc1ccccc1)C(=O)N1CCC(C(=O)NCC(=O)O)CC1
    -1	-3	2.7	0.0	-3	18	nt	4
COc1ccc(-c2cn(CC[C@H]3CC[C@@H](NC(=O)NC(C)C)[C@@H](CO)O3)nn2)cc1
    2	-3	0.7	0.1	-4	-9	-0.4	6
COCCSc1nnc(NC(=O)c2ccc3c(c2)OCO3)s1
    -1	nt	-3.3	0.0	-3	-6	nt	nt
COc1ccc(C=O)cc1COc1ccc([N+](=O)[O-])c(C)c1
    1	0	-4.4	0.0	-16	9	369*	-3
S=C(NCC1CCCO1)NC1CCCCC1 (centres undefined)
    0	nt	0.2	0.0	-3	0	nt	2
CCCCC(=O)Nc1cccc(NC(=S)NC(=O)COc2ccccc2Cl)c1
    0	nt	nt	-0.2	-63	-2	nt	-2
O=C(OCCN1CCCCC1)c1c[nH]c2ccccc12
    -1	-6	2.9	0.0	-2	7	-1.9	?
COc1ccccc1S(=O)(=O)N[C@H]1CC[C@@H](CCNC(=O)C2CCCC2)O[C@@H]1CO
    0	-17	1.0	0.2	-2	-1	-0.1	-8
CCCc1[nH]nc2c1C(C1CC=CCC1)C(C#N)=C(N)O2 (centres undefined)
    1	nt	nt	0.1	-1	-1	0.1	1
O=C(C[C@H]1C=C[C@H](NS(=O)(=O)c2ccc(F)cc2)[C@@H](CO)O1)NCc1ccncn1
    -1	-8	2.1	0.0	7	5	0.0	?
COC(=O)C1=CN(c2ccc(OC)cc2)C=C(C(=O)OC)C1c1ccc([N+](=O)[O-])cc1
    -1	10	3.8	0.0	-3	35	1.2	3
COc1ccccc1S(=O)(=O)N1C[C@@H]2N[C@H](C1)C2c1ccc(-c2ccc(F)cc2)cc1 (some centres undefined)
    -3&3	nt	3.2&-2.6	0.0&0.1	26&48	3&13	-0.2&-0.1	-6&0

Later entries
Below each compound – CASP6 VEID inh	RAD54 branch	F508del corr	XiGFP reactiv	RAD52 anneal inh	GSIS activator	E-selectin induc	DENV2 CPE rescue
CN(C)C(=O)[C@H]1[C@H](CO)[C@H]2Cn3c(cccc3=O)[C@H]2N1C(=O)C1CCCCC1
    0	0	1.2	0.5	-40	6	1.2	8
O=C(NCC1CCCO1)c1ccc2c(=O)n(Cc3cccc(Br)c3)c(=S)[nH]c2c1 (centres undefined)
    -12	-15	-2.2	-0.2	6	5	1.0	nt
C[C@@H]1CN([C@H](C)CO)S(=O)(=O)c2ccc(C#C[C@@H](C)O)cc2O[C@@H]1CN(C)C(=O)Nc1ccccc1
    -2	9	-0.7	0.1	12	9	-0.1	15
Cc1ccc(NC(=O)CCNS(=O)(=O)c2ccc3c(c2)oc(=O)n3C)c(C)c1
    1	nt	1.1	nt	-4	11	nt	1
CCc1ccc(C(=O)NNC(=S)Nc2ccc(S(N)(=O)=O)cc2)s1
    2	nt	4.9	0.0	-7	-8	nt	-6
CC(=O)c1c(C)[nH]c(C(=O)OCC(=O)Nc2nnc(-c3ccccc3)o2)c1C
    1	0	-3.3	0.0	-19	0	nt	-3
CCOC(=O)C1(CCOc2ccccc2)CCN(Cc2ccc(C#CCCO)cc2)CC1
    -2	-5	-5.3	0.0	0	-24	2.1	-17
C/C=C/CSc1nc2c(c(=O)[nH]c(=O)n2C)n1Cc1ccc(C)cc1
    3	-2	-1.1	0.3	-4	22	nt	-3
Cc1nc2ccccc2c2c1C(=O)N(c1ccc(C(=O)O)cc1)C2=O
    9	nt	-0.9	0.3	-18	31	2.8	5
